Compound activity (PubChem BioAssay)
CHO-K1 Ca PAM: nonselective calcium activators in parental CHO-K1 cells, primary screen, counter-screen for M1 PAM project, cell-based, Fluo-8 calcium fluorescence, full deck, 1536-well; ATP EC20; 0% at ATP EC20, 100% at ATP max; activation, % at 3 µM; hit rate 0.02% among 360,000; AID 602247, 2012;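 active means activation above the run cutoff, the mean activation of all test compounds plus 3 SD, cut at about 40% in these data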;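 further: peak over basal fluorescence ratio in a 140 s read after ATP addition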
OXTR potentiate: human OXTR potentiators, primary screen, fluorescence, CHO-OTR cells, Fluo-8 calcium. AID 2445, 2010. hit rate 0.061% among 320,000. activation, % at 3 µM. Fluo-8 calcium fluorescence, potentiator mode; 0% = oxytocin EC15, 100% = EC100;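 active means activation above that plate's cutoff, the mean activation of tested compounds plus 3 SD, cut at about 6.6% in these data, passing the limit was not always enough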;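 further: 100% uses oxytocin at 75 nM as the full agonist control; some results filed as inactive read as strong as hits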
Target sequence (P30559 whole entry, looked up): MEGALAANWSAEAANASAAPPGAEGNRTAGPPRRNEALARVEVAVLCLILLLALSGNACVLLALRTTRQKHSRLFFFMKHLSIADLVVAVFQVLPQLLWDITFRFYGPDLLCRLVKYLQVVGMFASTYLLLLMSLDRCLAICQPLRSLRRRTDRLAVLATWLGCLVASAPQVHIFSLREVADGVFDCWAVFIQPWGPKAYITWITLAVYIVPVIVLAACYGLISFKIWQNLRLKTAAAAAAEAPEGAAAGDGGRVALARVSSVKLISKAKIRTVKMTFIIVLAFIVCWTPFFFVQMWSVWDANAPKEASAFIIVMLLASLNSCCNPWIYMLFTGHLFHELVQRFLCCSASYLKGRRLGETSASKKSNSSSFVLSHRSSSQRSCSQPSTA
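Material: CHO-OTR cells, human receptor; compound dosing: single dose, 3.0 µM nominal final compound concentration; schedule: 6 min compound pre-incubation at room temperature, 100 s kinetic read; measured by: kinetic Fluo-8 calcium fluorescence; read-out basis: % activation vs EC15 and EC100 oxytocin; controls: EC15 oxytocin alone as 0%, 75 nM oxytocin as 100%; replicates: singlicate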
OXTR agonist: human OXTR agonists, primary screen, fluorescence, CHO-OTR cells, Fluo-8 calcium; Oxytocin receptor (Homo sapiens), P30559; Fluo-8 calcium fluorescence; normalized: DMSO 0%, oxytocin 100%; activation, % at 3 µM; hit rate 0.32% among 320,000; AID 2435, 2010;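 active means activation above the mean of all tested compounds plus 3 SD, cutoff set per screening run, cut at about 20% in these data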;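 further: peak over basal fluorescence ratio from a 100 s FLIPR kinetic read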
TAAR1 antag: human TAAR1 antagonists, primary screen, Fluo-8 calcium fluorescence, CHO RD-HGA16 cells; hit rate 1.5% among 360,000; antagonist; inhibition, % at 3 µM;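 active means inhibition above a per-plate cutoff, the mean inhibition of test compounds on that plate plus 3 SD, cut at about 49% in these data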;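 further: 0% = DMSO plus EC80 beta-PEA response and 100% = DMSO alone without agonist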
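Test system – hTAAR1-expressing CHO RD-HGA16 cells, Gα16-coupled · Reagent – β-PEA at EC80 concentration, post-compound challenge · Compound dosing – 3 µM, single point · Timing – 140 s kinetic read after compound, 140 s after agonist · Detection – Fluo-8 intracellular calcium dye fluorescence, real-time kinetic reads · Control set – DMSO and EC80 PEA controls · Repeats – n of 1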
GPR7 antag: GPR7 receptor antagonists, primary screen, cell-based, fluorescence, single concentration; Neuropeptides B/W receptor type 1 (Homo sapiens), P48145; GPR7-expressing cells, fluorescence antagonist assay; inhibition, % at 4.4 µM; hit rate 1.1% among 290,000; AID 1861, 2009; in the data active means inhibition above about 16%, passing the limit was not always enough;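 further: cells stimulated with the agonist NPW; 0% = agonist with vehicle and 100% = vehicle without agonist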
CHO-K1 Ca ag: counter-screen for M1 agonists: effect in parental CHO-K1 cells. AID 602248, 2012. hit rate 0.48% among 360,000. Fluo-8 calcium fluorescence; scaled to maximal ATP response, vehicle zero. activation, % at 3 µM; in the data active means activation above about 15%;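 further: untransfected CHO-K1 host cells lacking M1 receptor as counterscreen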
V1R ag counter: agonists of human V1a receptor, primary screen, counter-screen for OXTR agonist project, fluorescence, CHO-V1R cells. Vasopressin V1a receptor (Homo sapiens), P37288. activation, % at 3 µM. AID 2797, 2010. hit rate 0.25% among 320,000. Fluo-8 calcium fluorescence, agonist mode; 0% DMSO, 100% 3 nM vasopressin;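 active means activation above the mean activation of all tested compounds plus 3 SD, per screening run, cut at about 20% in these data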;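 further: signal is peak over basal fluorescence ratio across a 100 second FLIPR read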
Target sequence (P37288 whole entry, looked up): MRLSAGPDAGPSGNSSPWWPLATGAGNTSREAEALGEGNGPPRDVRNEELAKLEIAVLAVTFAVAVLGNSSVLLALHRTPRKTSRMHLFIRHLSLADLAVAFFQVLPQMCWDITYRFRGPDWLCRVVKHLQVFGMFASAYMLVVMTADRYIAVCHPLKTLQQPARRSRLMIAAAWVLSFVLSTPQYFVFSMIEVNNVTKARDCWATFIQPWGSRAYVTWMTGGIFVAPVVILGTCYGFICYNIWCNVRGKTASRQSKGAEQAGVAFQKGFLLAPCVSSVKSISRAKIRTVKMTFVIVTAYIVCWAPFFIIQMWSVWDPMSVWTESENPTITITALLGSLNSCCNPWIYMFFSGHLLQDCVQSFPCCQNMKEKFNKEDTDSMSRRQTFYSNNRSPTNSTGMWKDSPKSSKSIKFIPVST
CHO parental Ca: ATP-evoked calcium signal inhibitors, parental CHO, primary screen, counter-screen for OX1R antagonist project, cell-based, fluorescence, Fluo-8 calcium dye; hit rate 0.63% among 330,000; parental CHO-K1, ATP-induced calcium, Fluo-8 fluorescence; inhibition, % at 5.6 µM;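 active means inhibition above that plate's mean sample inhibition plus 3 SD, cut at about 26% in these data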;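 further: 0% = ATP-challenged DMSO wells and 100% = DMSO wells without ATP; some compounds past the cut are filed as inactive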
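Test system: untransfected parental CHO cell line. Compound: one dose, 5.6 µM nominal. Detection: intracellular calcium via Fluo-8 no-wash fluorescent dye. Measure: % inhibition. Benchmarks: ATP-challenged DMSO wells low, unchallenged DMSO wells high.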
CHO-K1 Ca antag: M1 antagonist counterscreen hit in parental CHO-K1 cells; ATP-induced calcium, Fluo-8 fluorescence; inhibition, % at 3 µM; hit rate 0.6% among 360,000; AID 602250;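 active means inhibition above a per-plate cutoff, the plate's mean sample inhibition plus 3 SD, cut at about 24% in these data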;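 further: 0% = DMSO plus EC80 ATP and 100% = DMSO alone without ATP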
Numbers without * were called inactive; · = no result given.

SMILES	CHO-K1 Ca PAM	OXTR potentiate	OXTR agonist	TAAR1 antag	GPR7 antag	CHO-K1 Ca ag	V1R ag counter	CHO parental Ca	CHO-K1 Ca antag
COc1ccc(Cc2nnc(SCC(=O)Nc3ccccc3C#N)o2)cc1	5	5	-0.1	-4	-19	0.8	0.1	4	-10
OCCC1CN(CCCn2cccn2)CCN1C1CCCCC1 (stereo not drawn)	11	·	·	-10	-6	0.7	·	·	-13
CCN(CC)S(=O)(=O)c1ccc(N(C)CCc2ccc(OC)c(OC)c2)nc1	-7	-23	-0.3	-18	-2	1.6	-0.6	-14	-14
Cc1ccc2c(=O)c(C(=O)c3ccc(F)cc3)cn(CC(=O)NCc3ccco3)c2n1	7	-14	-2.3	-61	-2	-0.5	-1.3	-11	-15
O=C(NCc1ccccc1)c1ccccc1NC(=O)C1CCCCC1	-17	-4	6.6	-10	-8	2.1	-0.5	-27	7
CSCCC(NC(=O)COc1ccccc1)C(=O)N1CCN(c2ccccc2O)CC1 (stereo not drawn)	-17	-2	-2.1	25	·	-0.5	-0.1	-9	22
O=C(NCc1ccc2c(c1)OCO2)c1ccc(CS(=O)Cc2cccc(Cl)c2)o1 (stereo not drawn)	-2	-9	3.8	1	-17	6.1	7.9	-28	5
Cc1ccc(C(=O)N/N=C\C2CC=CCC2)cc1[N+](=O)[O-] (stereo not drawn)	6	-9	-1.1	-10	-5	1.5	-0.2	5	-7
CC(NC(=O)C(=O)NCCCn1ccnc1)c1ccccc1 (stereo not drawn)	0	-7	1.0	-4	-2	0.7	0.2	7	3
CCc1ccc(CNC(=O)CCc2cn(C)c3ccccc23)cc1	3	-10	-1.5	-15	22	2.3	-1.4	-9	-3
Cc1ccc(CNC(=S)Nc2cc(C(=O)O)ccc2C)cc1	-19	-11	1.9	-17	-13	0.0	0.5	-10	31*
CCS(=O)(=O)c1nc(S(=O)(=O)c2ccc(C)cc2)c(N2CC(C)CC(C)C2)s1 (stereo not drawn)	-1	-11	-0.9	-25	-2	-0.7	0.7	-18	-5
Cn1c(=O)cc(OCC(=O)NCc2cccs2)c2ccccc21	9	-4	-0.9	12	-11	0.4	0.1	3	-8
COc1ccccc1N1CCN(CC(=O)Nc2cccc(F)c2)CC1	14	-4	-0.4	5	-4	1.5	0.1	-18	-4
COc1ccccc1NC(=O)Nc1nc(CC(=O)NCc2ccc(F)cc2)cs1	7	-10	2.1	52*	·	6.9	4.1	-8	11
C=CCn1cccc(C(=O)Nc2ccc(OC)c(Cl)c2)c1=O	9	-14	1.5	·	0	1.9	5.4	-14	-3
Cc1ccc2c(N)c(C(=O)N(c3ccccc3)c3ccccc3)sc2n1	-4	-6	-2.1	-5	-10	-0.1	-1.0	-18	6
COc1cccc(-n2cc(CN(C)Cc3nc(Cc4cccc(F)c4)no3)cn2)c1	-12	-8	-0.2	-12	0	1.9	-0.4	-19	-10
Cc1ccc(C(=O)NNC(=O)c2ccco2)cc1	2	-3	0.5	-15	13	0.6	1.4	-5	-2
COc1ccccc1NC(=O)C(Cc1ccc(Cl)cc1)c1nn[nH]n1 (stereo not drawn)	15	-4	0.6	11	-21	0.6	0.0	-6	3
Cc1ccc(-c2nnn(CC(=O)N(c3ccccc3)C(C(=O)NCC3CCCO3)c3cccs3)n2)o1 (stereo not drawn)	-12	3	-0.1	-1	-9	0.0	1.6	-21	15
NC(=O)C1CCCN(C(=O)c2ccc(NC(=O)c3cccs3)cc2)C1 (stereo not drawn)	6	2	1.1	-8	·	0.3	0.1	-7	-14
O=C(COC(=O)/C=C/c1ccc2c(c1)OCO2)Nc1ccccc1	12	-2	1.0	9	-1	1.4	-0.1	-7	-12
O=C1CCCCCC[C@@H](O)[C@H](O)C[C@H](c2ccccc2)O1	4	·	·	-8	·	0.3	·	·	-7
COc1cc(/C=C2\SC(=S)N(NC(=O)c3cccc(O)c3)C2=O)ccc1O	-34	·	·	27	20	14	·	·	13
COc1ccc(S(=O)(=O)n2cnc3ccccc32)cc1OC	14	-6	0.0	-10	-26	1.2	0.5	-2	-12
Cc1nn(-c2ccccc2)c(C)c1C(=O)OCC(=O)Nc1ccccc1Cl	12	·	·	-11	·	0.3	·	·	-15
COc1cccc(Nc2ncc(C(=O)O)c3ccccc23)c1	20	-5	0.1	2	-16	0.4	-1.0	6	-11
Cc1ccccc1NC(=O)c1cc2c(C)nc3ccccc3c2o1	24	8	-1.5	18	-6	4.8	0.1	-19	-8
CCS(=O)(=O)c1ccc2oc(Nc3ccc(C(C)C)cc3)nc2c1	21	1	-2.2	-8	-1	0.8	-0.7	-27	-11
CCOc1ccc(S(=O)(=O)N2CCCC(C(=O)NCc3ccncc3)C2)cc1Cl (stereo not drawn)	5	-15	1.9	-17	-5	1.8	3.8	-33	-6
CCc1cc2c(C)ccc(C)c2nc1SCC(=O)Nc1cc(C)on1	13	-5	-0.8	-12	-8	0.7	-0.3	5	-13
O=C(CCS(=O)(=O)Cc1ccc(Cl)cc1)NCCCN1CCOCC1	26	2	1.0	0	-6	1.5	0.3	-1	-15
CC(/C=N/Nc1ncc(C)c(=O)[nH]1)=C\c1ccccc1	24	-19	0.3	8	-4	0.6	0.1	4	-2
COCCN1C(=O)c2ccc(C(=O)O)cc2C1=O	-8	-1	-0.3	0	-2	-0.2	1.1	2	11
Cc1cc(NC(=O)c2ccc(Cl)c(S(=O)(=O)N3CCCCC3)c2)no1	15	-10	1.9	-13	4	1.1	6.0	-6	-2
Cc1ccc(C(=O)NCC(=O)OCC(=O)N2CCCc3ccccc32)cc1	6	-9	-1.0	7	-15	0.4	-1.1	-2	-10
CCOc1ccc(NC(=O)c2ccc(NCC(=O)N3CCCCCC3)cc2)cc1	24	-6	-1.0	22	-11	1.9	0.0	-21	-12
COC(=O)c1ccc(C(=O)OC)c(NC(=S)N2CCN(C(=O)C3CCCO3)CC2)c1 (stereo not drawn)	3	-7	0.0	-9	-16	0.5	-1.2	-2	-12
CC(NC(=O)c1cc2c(cc1Cl)N1CCCCCC1=NS2(=O)=O)c1ccc(S(N)(=O)=O)cc1 (stereo not drawn)	-4	-10	-0.3	-22	·	0.9	0.0	10	-3
Cc1cc(OC(C)C(=O)NCc2ccccn2)c2c(C)c(C)c(=O)oc2c1 (stereo not drawn)	16	-2	0.1	0	0	0.6	1.2	-12	-9
Cc1[nH]c(=O)[nH]c(=O)c1S(=O)(=O)N1CCN(c2ccccc2)CC1	-13	-6	0.3	-25	-6	0.5	-0.2	-1	-1
COc1ccc(OCc2cc(C(=O)NC3Cc4ccccc4C3)no2)c(Cl)c1	-21	-11	-0.1	-32	-7	0.5	-0.3	-9	5
Cc1cc(C)cc(N=c2c([N+](=O)[O-])nn(-c3ccc4c(c3)OCCO4)n2O)c1	-1	2	-1.6	-7	-14	1.3	-0.3	-18	-10
CC(C)(C)c1ccc(S(=O)(=O)NCc2ccc(C(=O)NCC3CCCO3)cc2)cc1 (stereo not drawn)	-14	-1	0.9	-8	3	1.1	4.3	-6	6
CCN1CCc2c(sc(NC(=O)c3ccc(C(=O)c4ccccc4)cc3)c2C(N)=O)C1	-10	-9	2.5	-23	-7	0.8	1.2	-19	-2
CCSc1nnc(NC(=O)Cc2ccc(OC)cc2)s1	16	-4	2.6	-7	13	4.3	4.6	-18	-9
Cc1cccc(NC(=O)Cc2nnc(NC(=O)Nc3ccccc3F)s2)c1	14	3	1.0	3	1	0.0	-0.2	-1	-7
O=C(CSc1nnc(COc2ccccc2)o1)NC1CC2CCC1C2 (stereo not drawn)	10	-5	0.2	-5	6	2.4	3.8	-1	-8
Cc1oc(-c2ccc(Cl)cc2)nc1CS(=O)CC(=O)NCc1ccco1 (stereo not drawn)	15	7.9*	-0.7	-19	-2	4.1	0.9	-20	-10
Cc1occc1C(=O)NCc1ccccc1	-7	-3	-0.4	-1	7	0.0	8.2	-13	0
COc1cc(C)c(CNc2ccc(OC)c(OC)c2)cc1C	·	3	0.9	·	-17	·	0.0	-3	·
CCOc1cc(/C=N/O)ccc1OCc1ccccc1F	18	-6	-2.8	-9	-6	0.6	0.0	-12	-7
Cc1ccc(S(=O)(=O)N(C)c2ccccc2C(=O)Nc2ccc3c(c2)OCCO3)cc1	9	-3	1.1	-2	2	2.0	-0.3	-10	-8

Six compounds already listed, sorted by the number in OXTR potentiate, smallest number first:
SMILES	OXTR potentiate	TAAR1 antag	GPR7 antag
Cc1[nH]c(=O)[nH]c(=O)c1S(=O)(=O)N1CCN(c2ccccc2)CC1	-6	-25	-6
O=C(CSc1nnc(COc2ccccc2)o1)NC1CC2CCC1C2 (stereo not drawn)	-5	-5	6
CCSc1nnc(NC(=O)Cc2ccc(OC)cc2)s1	-4	-7	13
Cc1ccc(S(=O)(=O)N(C)c2ccccc2C(=O)Nc2ccc3c(c2)OCCO3)cc1	-3	-2	2
Cc1cc(C)cc(N=c2c([N+](=O)[O-])nn(-c3ccc4c(c3)OCCO4)n2O)c1	2	-7	-14
Cc1oc(-c2ccc(Cl)cc2)nc1CS(=O)CC(=O)NCc1ccco1 (stereo not drawn)	7.9*	-19	-2

Reprinted at random: 2 entries already listed, in no set order.
SMILES	CHO-K1 Ca PAM	OXTR potentiate	OXTR agonist	TAAR1 antag	GPR7 antag	CHO-K1 Ca ag	V1R ag counter	CHO parental Ca	CHO-K1 Ca antag
O=C(CSc1nnc(COc2ccccc2)o1)NC1CC2CCC1C2 (stereo not drawn)	10	-5	0.2	-5	6	2.4	3.8	-1	-8
Cc1oc(-c2ccc(Cl)cc2)nc1CS(=O)CC(=O)NCc1ccco1 (stereo not drawn)	15	7.9*	-0.7	-19	-2	4.1	0.9	-20	-10
